Mcl-1 Bim block: disrupts Bim peptide binding to human Mcl-1 | Q07820 | Bead-based flow cytometry, Bim peptide-Mcl-1 binding | inhibition, % at 10 µM | 190,000 compounds, 0.1% hits | AID 1009; in the data active = inhibition above about 40%;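 also: 0% = no compound tracer wells and 100% = peptide blocker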
Target sequence (Q07820 whole entry, looked up): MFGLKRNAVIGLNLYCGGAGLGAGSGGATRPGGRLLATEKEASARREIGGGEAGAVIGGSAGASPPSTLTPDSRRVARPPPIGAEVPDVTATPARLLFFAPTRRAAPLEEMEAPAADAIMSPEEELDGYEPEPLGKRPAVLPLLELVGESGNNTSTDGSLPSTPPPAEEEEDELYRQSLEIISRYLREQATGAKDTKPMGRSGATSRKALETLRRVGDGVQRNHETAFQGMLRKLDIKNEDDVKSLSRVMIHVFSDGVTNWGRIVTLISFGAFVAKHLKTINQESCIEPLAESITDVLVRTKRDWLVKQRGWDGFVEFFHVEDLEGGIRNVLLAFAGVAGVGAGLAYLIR
Rac1 wt modul: alters GTP binding to wildtype human Rac1 | P63000 | GST-Rac1 beads, fluorescent GTP binding, flow cytometry; actives lie on both sides; 0 = cold GTP competed, 100 = untreated | GTP binding activity (% of control), % at 10 µM | 190,000 compounds, 0.27% hits | AID 757;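 active = GTP binding activity at least 20 points away from the 100% control level, either lower or higher; inconclusive = compound flagged as likely green fluorescent, judged across all proteins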
Avidin bead fluor: compound fluoresces at 488/530 nm on avidin beads. 220,000 compounds, 0.38% hits. compound fluorescence 488/530 nm, flow cytometry; stronger effect = higher value. AID 1775. fluorescence (KMESF) at 10 µM; in the data active = fluorescence above about 47; also: inactives centre near 10
Rab2A wt mod: changes GTP binding to wildtype dog Rab2A, up or down; 190,000 compounds, 0.19% hits; P61105; GST-Rab2 wt beads, Bodipy-GTP binding, flow cytometry; GTP binding activity, % at 10 µM; AID 760;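 active = GTP binding activity at least 20 points away from 100%, either lowered or raised; inconclusive = signal likely due to the compound's own green fluorescence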;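 also: 0% = beads with excess unlabeled GTP and 100% = no-compound control corrected for plate trend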
Cdc42 wt: changes GTP binding to wildtype human Cdc42; P60953; GST-Cdc42 beads, Bodipy-GTP binding, flow cytometry; actives lie on both sides; percent activity (GTP binding), % at 10 µM; 190,000 compounds, 0.2% hits; AID 761;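 active = percent activity GTP binding at least 20 points away from the 100% baseline, either down as inhibitor or up as activator; inconclusive = compound flagged as likely green fluorescent from well-wide comparison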;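 also: median bead fluorescence of bound Bodipy-FL-GTP at 100 nM; 0% = excess unlabeled GTP control and 100% = no compound control; below 100% means less GTP binding so inhibitor and above means activator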
Target sequence (P60953 whole entry, looked up): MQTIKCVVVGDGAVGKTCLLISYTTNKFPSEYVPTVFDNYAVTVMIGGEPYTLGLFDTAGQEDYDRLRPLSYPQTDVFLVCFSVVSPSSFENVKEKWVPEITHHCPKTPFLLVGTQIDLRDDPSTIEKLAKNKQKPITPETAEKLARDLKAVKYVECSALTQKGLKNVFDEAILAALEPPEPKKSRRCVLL
Rac1 act GTP bind: alters GTP binding to activated mutant human Rac1; P63000; GST-Rac1 activated beads, fluorescent GTP binding, flow cytometry; actives lie on both sides; 100% means binding = to untreated wells; percent activity (GTP binding), % at 10 µM; 190,000 compounds, 0.11% hits;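 active = GTP binding at least 20 percentage points away from the 100% baseline, in either direction, so actives lie on both sides; inconclusive = Compound likely fluorescent itself, or too few beads counted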
Mcl1 Bid PPI: disrupts binding of human Mcl-1 to Bid peptide; inhibition, % at 21.7 µM; 220,000 compounds, 0.97% hits; TR-FRET Mcl-1/Bid-Dy647 peptide binding, 1536-well;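 active = compounds that cut the binding signal by more than half at the single screening dose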;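 also: His-tagged Mcl-1 with europium anti-His antibody binding Bid BH3 peptide; 0% = Mcl-1 plus peptide wells and 100% = peptide-only wells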
Rab7 wt GTP bind: alters GTP binding to wildtype dog Rab7; GST-Rab7 beads, fluorescent GTP binding, flow cytometry; actives lie on both sides; untreated = 100%, excess cold GTP = 0%; GTP binding activity (percent of control), % at 10 µM; AID 758; 190,000 compounds, 0.055% hits;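 active = fluorescent GTP binding to Rab7 beads changed by at least 20 points from the 100% baseline, either direction, mostly lower; inconclusive = compound itself probably fluorescent, or too few beads counted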;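 also: median green fluorescence of bound Bodipy-FL-GTP per Rab7 bead population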
Mcl1-Noxa inh: disrupts binding of human Mcl-1 to Noxa peptide; Q07820; TR-FRET Mcl-1/Noxa peptide binding, 2 h; inhibition, % at 21.7 µM; 220,000 compounds, 1.5% hits; AID 1022;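 active = compounds that cut the protein-peptide binding signal by more than 50% relative to plate controls in a single-dose test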;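 also: His-tagged Mcl-1 with rhodamine Noxa BH3 peptide and terbium anti-His antibody; 0% = Mcl-1 plus Noxa peptide wells and 100% = peptide-only wells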
Pf gamet viab: kills late stage P. falciparum gametocytes. inhibition, % at 10.9 µM. P. falciparum stage V gametocytes, ATP luminescence, 24 h. 150,000 compounds, 0.065% hits. AID 743093;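 active = inhibition above the mean plus 3 SD of compounds within the control limits, set per campaign, cut at about 38% in these data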;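 also: 0% = DMSO wells and 100% = medium only without gametocytes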
HRas wt GTP: modulators of GTP binding to human HRas wildtype; P01112; GST-Ras wt beads, Bodipy-FL-GTP binding, flow cytometry; actives lie on both sides; GTP binding activity, % at 10 µM; 190,000 compounds, 0.14% hits;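 active = GTP binding activity at least 20% away from the 100% baseline, either lowered as inhibitor or raised as activator; inconclusive = flagged as likely green fluorescent, judged across all proteins in the well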;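 also: 0% = unlabeled GTP competition control and 100% = no-compound control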
Target sequence (P01112 whole entry, looked up): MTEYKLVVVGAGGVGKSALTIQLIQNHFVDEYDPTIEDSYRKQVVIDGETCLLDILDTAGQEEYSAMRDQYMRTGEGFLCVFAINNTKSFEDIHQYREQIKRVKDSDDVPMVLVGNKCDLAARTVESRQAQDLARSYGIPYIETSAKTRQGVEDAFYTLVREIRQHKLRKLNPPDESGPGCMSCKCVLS
* hit, by the source's call; u = inconclusive; x = not tested or not shown.

Each structure is followed by: Avidin bead fluor	Rac1 wt modul	Cdc42 wt	Rac1 act GTP bind	Pf gamet viab	Rab7 wt GTP bind	Mcl1-Noxa inh	Rab2A wt mod	HRas wt GTP	Mcl-1 Bim block	Mcl1 Bid PPI
CNC(=O)CSc1nnc(-c2ccc(S(=O)(=O)N3CCCC3)cc2)n1-c1cccc(C)c1C
    15	97	99	96	x	92	33	97	97	1	-9
O=C(O)C1C2CCC(C2)C1C(=O)NCCCn1ccnc1 (centres undefined)
    20	101	99	97	x	101	17	99	98	0	-2
CC(C)OC(=O)c1cccc(C(=O)Nc2cccc(NC(=O)c3cccc(C(=O)OC(C)C)n3)n2)n1
    8	98	100	99	16	97	-28	100	99	-2	6
O=C(Nc1cccnc1)c1cc(-c2ccc3c(c2)OCO3)on1
    6	108	104	102	12	99	-11	98	103	3	-17
NC(=O)Cn1c(=O)n(-c2ccccc2)c(=O)c2oc3ccccc3c21
    10	100	96	96	-3	100	7	98	97	1	-5
CC(/C=N/NC(=S)Nc1cccc(S(=O)(=O)N(C)C)c1)c1ccccc1 (centres undefined)
    2	103	98	102	12	100	-50	99	101	-8	-45
CCOC(=O)C1(CCOc2ccccc2)CCN(Cc2ccc3c(c2)OCCO3)CC1
    6	99	98	97	-9	96	18	97	97	-2	-4
O=C(CSc1nc2nc(-c3cccs3)cc(C(F)(F)F)c2c(=O)[nH]1)Nc1c(F)c(F)c(F)c(F)c1F
    11	94	92	89	10	99	17	91	95	-1	-3
COC(=O)CNC(=O)c1cccc(Cl)c1
    12	98	97	95	x	98	4	95	97	0	-13
Cc1ccc(CN2CCC(C(=O)NCCC(C)C)CC2)o1
    22	104	103	103	3	99	15	100	101	-5	-7
CC1CN(S(=O)(=O)N2CCOCC2)CCN1S(=O)(=O)N1CCOCC1 (centres undefined)
    12	92	97	96	-1	99	-2	101	99	-3	-22
CC(=O)c1c(C)n([O-])c2ccc(C)cc2[n+]1=O
    9	96	94	94	6	93	-1	91	93	-3	-1
Nc1ccc2c(c1)Nc1ccccc1CC2
    11	99	93	94	-5	99	17	97	97	-1	-64
CN1C=C/C(=C\c2cc[n+](C)c3ccccc23)c2ccccc21
    9	96	100	96	-5	95	85*	96	97	2	1
Cc1[nH]n(-c2ccc(F)cc2)c(=O)c1/C=N/c1sc2c(c1C#N)CCCC2
    8	100	105	97	1	101	26	101	103	1	7

Additional compounds
Each structure is followed by: Avidin bead fluor	Rac1 wt modul	Cdc42 wt	Rac1 act GTP bind	Pf gamet viab	Rab7 wt GTP bind	Mcl1-Noxa inh	Rab2A wt mod	HRas wt GTP	Mcl-1 Bim block	Mcl1 Bid PPI
COc1ccc(/C=C(/CC(=O)Nc2ccccc2)c2nc3ccccc3s2)cc1
    4	100	100	100	x	99	-28	100	99	12	-52
O=C(Nc1cccc(Cl)c1)NC1CCCCC1
    4	97	99	97	16	98	-1	98	101	-1	-9
CCCCOc1ccc(C2CC(=O)NC2=O)cc1 (centres undefined)
    79*	105	101	99	-5	99	7	102	99	-3	-1
Cc1cccc(NC(=S)N(C)C2(c3ccccc3Cl)CCCCC2=O)c1 (centres undefined)
    8	102	102	99	x	99	12	100	102	2	-50
O=C(O)c1ccccc1C(=O)Nc1ccccc1
    19	101	104	103	-4	106	7	103	103	-1	5
COc1cc2c(cc1OC)C(C(=O)N1CCN(c3ccccc3)CC1)C(c1cccs1)N(C)C2=O (centres undefined)
    7	107	102	100	x	101	-3	99	102	-114	-79
Cc1ccc2nc(-c3ccc(O)cc3)c(Nc3ccc4c(c3)OCCO4)n2c1
    6	102	97	97	x	101	29	101	101	0	-11
CCC(C)NC(=O)CN(C1CCCCC1)S(C)(=O)=O (centres undefined)
    11	99	100	99	25	95	14	97	99	-4	-19
COC(=O)C(Cc1cnc(Cl)s1)(C(=O)OC)c1ccc([N+](=O)[O-])cc1
    7	105	103	101	x	99	-7	100	102	0	-4
CCOc1ccc(N2CC(C(=O)NC3=NCCS3)CC2=O)cc1 (centres undefined)
    10	94	95	96	1	92	18	96	95	-3	-13
COc1cc2c(C(=O)Nc3ccc4c(c3)OCO4)cn(CC(C)C)c(=O)c2cc1OC
    15	103	104	97	x	104	3	102	103	2	-24
O=C(NCCCn1ccnc1)c1ccco1
    7	93	97	95	-15	96	5	98	96	-7	-49
Cc1cc2ccccn2c1C(=O)c1nc(NCc2ccccc2)ncc1Cl
    10	91	95	93	-31	100	-19	98	93	0	-13
O=C(CSc1nc(-c2ccccc2)c(-c2ccccc2)o1)N1CCOCC1
    6	102	101	99	-13	98	-15	100	100	-2	4
CCOC(=O)Cc1csc(NC(=O)c2ccncc2)n1
    5	99	102	100	-1	96	-15	100	101	-3	-12

Further structures follow.
Each structure is followed by: Avidin bead fluor	Rac1 wt modul	Cdc42 wt	Rac1 act GTP bind	Pf gamet viab	Rab7 wt GTP bind	Mcl1-Noxa inh	Rab2A wt mod	HRas wt GTP	Mcl-1 Bim block	Mcl1 Bid PPI
Clc1ccc(N2COC3c4cccc5cccc(c45)C32)cc1 (centres undefined)
    3	100	101	99	5	99	11	101	100	0	11
CCCCN(CC)C(=O)/C=C/c1cccc([N+](=O)[O-])c1
    17	103	104	99	-11	104	31	104	105	-2	-26
COc1ccc(NC(=O)C2CCCN(S(=O)(=O)c3ccc4c(c3)oc(=O)n4C)C2)c(OC)c1 (centres undefined)
    7	102	103	98	x	101	8	100	100	0	-9
Cc1ccc(CN(C(=O)c2csnn2)C(C(=O)NC2CCCC2)c2ccc(C)o2)cc1 (centres undefined)
    4	102	98	99	1	95	6	98	98	-3	-11
S=c1[nH]c(-c2ccccc2)cn1/N=C/c1ccccc1Br
    8	98	94	96	x	98	28	93	93	-6	-34
Cc1ccc(S(=O)(=O)N(CC(=O)N2CCCC2)C2CCCCC2)cc1
    7	102	100	98	4	100	-18	100	100	-3	-16
Nc1nc(C23CC4CC(CC(C4)C2)C3)cs1
    12	101	104	99	x	95	17	103	101	-4	3
CN(c1ccccc1C(=O)NC1CCCCC1)S(=O)(=O)c1ccccc1
    x	104	101	97	-21	98	5	97	97	7	-7
COc1ccc(Cc2nnc(SCC(=O)NC(C)c3ccccc3)o2)cc1 (centres undefined)
    15	102	101	99	-5	104	2	102	102	-3	-21
CCCCC(CCC(=O)Nc1ccccc1C(=O)OCC)C(=O)O (centres undefined)
    15	86	89	87	1	92	12	89	92	-1	8
Cc1nc(C(F)(F)F)nc(Nc2ccc(N=Nc3ccccc3)cc2)c1C#N
    13	106	102	100	7	101	4	100	100	-1	-9
O=C(Nc1ccncc1)c1cc(-c2ccccn2)nc2ccc(Br)cc12
    10	100	97	96	x	105	11	99	99	0	-140
Cc1ccc(C(=O)CC2(O)C(=O)N(C)c3ccc(Br)cc32)c(C)c1 (centres undefined)
    6	107	99	100	x	102	16	100	100	-3	-5
COc1ccc(Cl)cc1NC(=O)C(C)N1CCc2ccccc21 (centres undefined)
    11	87	92	92	-22	100	16	93	96	0	-35
Oc1ccc(CNC2CCCCC2)cc1
    6	113	104	103	-7	106	1	105	106	0	-28

At a glance, six of the compounds above:
Each structure is followed by: Avidin bead fluor	Rac1 wt modul	Cdc42 wt	Rac1 act GTP bind	Pf gamet viab	Rab7 wt GTP bind	Mcl1-Noxa inh	Rab2A wt mod	HRas wt GTP	Mcl-1 Bim block	Mcl1 Bid PPI
CCCCC(CCC(=O)Nc1ccccc1C(=O)OCC)C(=O)O (centres undefined)
    15	86	89	87	1	92	12	89	92	-1	8
Cc1nc(C(F)(F)F)nc(Nc2ccc(N=Nc3ccccc3)cc2)c1C#N
    13	106	102	100	7	101	4	100	100	-1	-9
O=C(Nc1ccncc1)c1cc(-c2ccccn2)nc2ccc(Br)cc12
    10	100	97	96	x	105	11	99	99	0	-140
Cc1ccc(C(=O)CC2(O)C(=O)N(C)c3ccc(Br)cc32)c(C)c1 (centres undefined)
    6	107	99	100	x	102	16	100	100	-3	-5
COc1ccc(Cl)cc1NC(=O)C(C)N1CCc2ccccc21 (centres undefined)
    11	87	92	92	-22	100	16	93	96	0	-35
Oc1ccc(CNC2CCCCC2)cc1
    6	113	104	103	-7	106	1	105	106	0	-28

Following part.
Each structure is followed by: Avidin bead fluor	Rac1 wt modul	Cdc42 wt	Rac1 act GTP bind	Pf gamet viab	Rab7 wt GTP bind	Mcl1-Noxa inh	Rab2A wt mod	HRas wt GTP	Mcl-1 Bim block	Mcl1 Bid PPI
O=C(NCCc1ccccc1)Nc1cccc(Cl)c1
    5	103	97	100	-22	103	11	98	98	-5	0
O=C(c1ccco1)N1CCN(C(=O)c2[nH]ncc2[N+](=O)[O-])CC1
    1	103	99	100	-10	94	-10	97	101	-1	-32
Nc1ccc2nn(-c3ccccc3)nc2c1
    6	91	95	93	x	101	45	97	95	-5	-80
O=c1[nH]c2ccccc2c(=O)n1CCCO
    15	97	100	98	x	94	0	98	100	0	6
Cc1cc(C)nc(SCc2cnc(C)nc2N)n1
    22	103	96	98	-21	104	-10	99	100	0	-9
O=C(CSc1nnnn1-c1ccccc1)c1cc2ccccc2oc1=O
    36	100	100	100	4	102	6	103	101	-2	-5
COC(=O)NCC(c1ccco1)N1CCN(c2ccccc2)CC1 (centres undefined)
    10	100	102	98	2	105	-1	101	100	0	-39
COC(=O)Nc1ccc(S(=O)(=O)N2CCCC(C(=O)Nc3cccc4c3OCCO4)C2)cc1 (centres undefined)
    17	103	104	101	-7	104	5	103	103	-1	-4
COCCCNC(=O)c1cc2cc([N+](=O)[O-])cc(OC)c2oc1=O
    10	96	95	96	-14	100	15	97	97	1	-5
Cc1ccc(S(=O)(=O)CC(CN2CCCCC2)N2CCCCC2)cc1 (centres undefined)
    5	u	u	u	-8	u	4	u	u	0	-3
CCC(C)[C@H](NC(=O)NCc1ccccc1Cl)C(=O)OC (some centres undefined)
    12	101	101	97	-28	100	3	99	99	-3	-10
O=C(CCCOc1ccccc1)NCC1CCCO1 (centres undefined)
    27	111	107	100	x	102	20	100	103	-6	7

One compound at a time, from the list above. Order of screens: Avidin bead fluor | Rac1 wt modul | Cdc42 wt | Rac1 act GTP bind | Pf gamet viab | Rab7 wt GTP bind | Mcl1-Noxa inh | Rab2A wt mod | HRas wt GTP | Mcl-1 Bim block | Mcl1 Bid PPI
O=C(NCCc1ccccc1)Nc1cccc(Cl)c1 in the list: 5 | 103 | 97 | 100 | -22 | 103 | 11 | 98 | 98 | -5 | 0
COC(=O)Nc1ccc(S(=O)(=O)N2CCCC(C(=O)Nc3cccc4c3OCCO4)C2)cc1 (centres undefined) in the list: 17 | 103 | 104 | 101 | -7 | 104 | 5 | 103 | 103 | -1 | -4

From PubChem BioAssay
